MEX-5 binding = C. elegans MEX-5 TCR-2 RNA binding activity; Q9XUB2; MEX-5/FITC-TCR2 RNA binding, fluorescence polarization; hits give low values; activity score (negative = inhibition of binding), % at 10 µM; hit rate 0.38% among 300,000; AID 1832;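 active = inhibition past about -25% in most replicates, and total fluorescence under double the plate's negative control median, limit read from the data; inconclusive = replicates evenly split on the limit, or fluorescence at least double controls; inactive = too little inhibition in most replicates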;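 also: 0% = DMSO and -100% = 5 µM competing unlabeled TCR2 RNA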
Target sequence (Q9XUB2 whole entry, looked up): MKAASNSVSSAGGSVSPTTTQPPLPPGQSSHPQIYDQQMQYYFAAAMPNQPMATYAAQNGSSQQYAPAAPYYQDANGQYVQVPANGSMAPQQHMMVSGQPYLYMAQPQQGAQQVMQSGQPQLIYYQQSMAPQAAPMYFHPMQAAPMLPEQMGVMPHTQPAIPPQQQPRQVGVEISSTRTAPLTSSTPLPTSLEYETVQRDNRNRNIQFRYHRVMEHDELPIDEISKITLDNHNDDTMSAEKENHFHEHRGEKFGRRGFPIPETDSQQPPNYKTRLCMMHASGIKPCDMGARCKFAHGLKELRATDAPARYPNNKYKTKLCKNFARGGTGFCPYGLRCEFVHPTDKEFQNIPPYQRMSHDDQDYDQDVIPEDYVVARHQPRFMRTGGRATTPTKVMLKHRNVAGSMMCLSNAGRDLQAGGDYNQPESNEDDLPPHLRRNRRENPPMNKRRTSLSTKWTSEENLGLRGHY
EBNA-1 inhibitor = blocks EBNA-1 binding to DNA; hit rate 0.34% among 300,000; inhibition, % at 14.8 µM; AID 1950; EBNA-1 DNA binding, fluorescence polarization; in the data active = inhibition above about 28%
Efflux pump inh = inhibitors of Candida antifungal efflux pumps expressed in yeast; hit rate 0.44% among 330,000; inhibition, % at 10 µM; AID 485275; S. cerevisiae Candida pump triplex, Nile Red efflux;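 active = plate passing quality check with inhibition over a set limit, or well fluorescence over plate mean plus 4 SD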;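 also: Nile Red retained in pooled yeast measured as flow cytometry median fluorescence; 0% = buffer negative control and 100% = Enniatin B positive control; higher means more Nile Red kept so more efflux inhibition; some compounds called inactive have numbers as strong as hits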
Fam108B inh = Fam108B inhibition, counter-screen for RBBP9 inhibitors; inhibition, % at 9.51 µM; recombinant Fam108B, FP-Rh probe fluorescence polarization; hit rate 0.33% among 300,000; AID 1947;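 active = inhibition above the screen mean inhibition plus 3 SD, computed separately per campaign, cut at about 18% in these data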;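 also: inhibitors lower polarization as less probe binds the enzyme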
BCLXL inh = Bcl-xL (human) inhibition; GST-Bcl-xL / FITC-Bim BH3 peptide fluorescence polarization; inhibition, % at 10.9 µM; hit rate 0.7% among 320,000; AID 2129;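 active = inhibition above the mean of all tested compounds plus 3 SD, cutoff set per campaign, cut at about 30% in these data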;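 also: 0% = DMSO wells and 100% = unlabeled Bim-BH3 peptide competitor; inhibitors lower millipolarization by displacing the labeled peptide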
ZTA DNA inh = ZTA (EBV) inhibition in EBNA-1 counter-screen. P03206. ZTA-DNA binding, fluorescence polarization. inhibition, % at 11 µM. hit rate 0.15% among 320,000. AID 2234; in the data active = inhibition above about 33%
Target sequence (P03206 whole entry, looked up): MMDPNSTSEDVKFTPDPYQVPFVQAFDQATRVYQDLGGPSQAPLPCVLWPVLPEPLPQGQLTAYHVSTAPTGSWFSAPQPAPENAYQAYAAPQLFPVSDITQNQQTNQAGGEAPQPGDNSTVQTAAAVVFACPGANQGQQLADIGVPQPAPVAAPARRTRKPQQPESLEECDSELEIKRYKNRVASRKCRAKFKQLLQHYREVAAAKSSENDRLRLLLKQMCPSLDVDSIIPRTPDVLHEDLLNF
Yeast superoxide = lowers age-related superoxide in aged yeast cells; superoxide response (% of plate mean), % at 10 µM; S. cerevisiae aged cells, superoxide DHE fluorescence; hits give low values; hit rate 0.18% among 330,000;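 active = superoxide response under a set limit, about three screen SD below normal, cut at about 65% in these data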;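 also: yeast aged for seven days with compound at 30 °C before DHE staining; 100% = average MFI of all compound-treated wells on the plate with controls excluded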
GLD-1 TGE inh = GLD-1-TGE RNA interaction inhibition (C. elegans) | Q17339 | purified GLD-1 + fluorescein TGE RNA, fluorescence polarization | inhibition, % at 5.96 µM | hit rate 0.44% among 320,000;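 active = percent inhibition above a per-plate cutoff, the plate mean of test compounds plus 3 SD, cut at about 30% in these data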;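 also: 0% = DMSO wells with GLD-1 and probe and 100% = wells lacking GLD-1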
MCL1 BIM primary = MCL1-BIM-BH3 interaction inhibition (human). GST-MCL1 / FITC-Bim-BH3 fluorescence polarization. inhibition, % at 10.9 µM. hit rate 0.68% among 320,000;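 active = inhibition above the mean inhibition of all tested compounds plus 3 SD, set per campaign, cut at about 40% in these data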;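 also: 0% = DMSO wells and 100% = unlabeled Bim-BH3 peptide control; higher means more loss of mP so more displacement of Bim peptide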
Target sequence (Q07820 whole entry, looked up): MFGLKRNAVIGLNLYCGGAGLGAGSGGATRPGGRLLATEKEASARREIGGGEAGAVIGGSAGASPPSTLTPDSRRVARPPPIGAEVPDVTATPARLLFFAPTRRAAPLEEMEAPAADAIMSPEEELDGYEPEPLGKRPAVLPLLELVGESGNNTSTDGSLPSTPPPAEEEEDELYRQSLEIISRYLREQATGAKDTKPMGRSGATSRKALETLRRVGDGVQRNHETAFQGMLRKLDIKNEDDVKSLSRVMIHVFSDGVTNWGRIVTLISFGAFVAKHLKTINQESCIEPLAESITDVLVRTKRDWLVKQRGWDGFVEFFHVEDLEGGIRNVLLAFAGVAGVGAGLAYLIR
* = called active by the depositor; ? = inconclusive; / = no result given; & = joins results of further samples.

Sample of the layout, four compounds:
SMILES	MEX-5 binding	EBNA-1 inhibitor	Efflux pump inh	Fam108B inh	BCLXL inh	ZTA DNA inh	Yeast superoxide	GLD-1 TGE inh	MCL1 BIM primary
CC(=O)C(Sc1nc(N2CCOCC2)nc(N2CCOCC2)n1)C(=O)Nc1ccccc1 (stereo not given)	0.3	-3	0.0	-3	5	-28	106	2	7
CCOC(=O)c1sc(NNC(=O)c2ccc(C)cc2)nc1C	-1.4	4	0.0	2	-4	-6	85	3	-2
Cc1ccc(S(=O)(=O)N2CCN(C(=O)CSc3n[nH]c(N)n3)CC2)c(C)c1	/	/	-0.1	/	-2	10	77	2	2
O=C(CCS(=O)(=O)c1ccc(Br)cc1)NCc1ccco1	0.8	10	-0.2	0	5	-5	103	-9	-8

Results, previewed entries included:
SMILES	MEX-5 binding	EBNA-1 inhibitor	Efflux pump inh	Fam108B inh	BCLXL inh	ZTA DNA inh	Yeast superoxide	GLD-1 TGE inh	MCL1 BIM primary
CC(=O)C(Sc1nc(N2CCOCC2)nc(N2CCOCC2)n1)C(=O)Nc1ccccc1 (stereo not given)	0.3	-3	0.0	-3	5	-28	106	2	7
CCOC(=O)c1sc(NNC(=O)c2ccc(C)cc2)nc1C	-1.4	4	0.0	2	-4	-6	85	3	-2
Cc1ccc(S(=O)(=O)N2CCN(C(=O)CSc3n[nH]c(N)n3)CC2)c(C)c1	/	/	-0.1	/	-2	10	77	2	2
O=C(CCS(=O)(=O)c1ccc(Br)cc1)NCc1ccco1	0.8	10	-0.2	0	5	-5	103	-9	-8
CCOc1ccc(N2CC(C(=O)NCCCN3CCOCC3)CC2=O)cc1 (stereo not given)	1.0	-2	0.0	3	5	-20	87	10	2
Cc1cc(=O)n(C)c(=O)n1CCCCOc1ccc([N+](=O)[O-])cc1	1.2	-16	0.6	-3	-9	-10	104	-10	-14
O=C(OCC(=O)N1CCN(c2ccccc2)CC1)c1ccc[n+]([O-])c1	-2.4	-11	0.0	2	-9	13	117	0	1
CCC(=O)Nc1ccc(C(=O)Nc2cccc(OC)c2)cc1	0.9	5	0.0	-2	1	6	82	0	-1
Cc1cc(N=Nc2ccccc2)c(NCC(O)C(O)C(O)CO)cc1C (stereo not given)	0.9	4	0.0	4	4	5	120	2	0
CN(C(=O)c1ccc(NC(=O)Cc2ccc(NC(=O)C3CCN(C(=O)CCc4ccccc4)CC3)cc2)cc1)C1CC1	/	/	0.2	/	1	-8	91	-4	3
COc1cccc(NC(=O)CSc2nc3c(c(-c4ccco4)c2C#N)CCCC3)c1	-1.5	14	-0.2	-3	1	-7	93	2	3
Fc1ccc2nc(Nc3nc4c(F)cccc4s3)sc2c1	-0.8	1	-0.4	-2	0	5	95	10	4
C/C(=N\NC(=O)c1ccc(CSc2nc(C)cc(C)n2)cc1)c1ccco1	-1.7	-8	0.4	-1	1	1	104	-1	0
Cn1c(NC(=O)C2c3ccccc3Oc3ccccc32)cc(=O)n(C)c1=O	/	-5	0.0	-2	0	8	104	1	-1
Cc1ccc(C2=NN=C(NC(=O)CSc3nnc4c5ccccc5n(C)c4n3)SC2)cc1	0.0	8	0.1	-4	14	26	101	0	9
O=C(COC(=O)/C=C/c1ccccc1[N+](=O)[O-])NCC1CCCO1 (stereo not given)	-8.2	6	0.0	3	0	-1	109	-4	-8
COc1ccc(CCNC(=O)C2CCCN(S(=O)(=O)N3CC(C)CC(C)C3)C2)cc1OC (stereo not given)	1.2	5	0.0	-5	5	4	114	-4	7
Cn1nnc2cc(C(=O)Nc3ccc4ccccc4c3)ccc21	-0.3	4	-0.1	-3	3	3	101	0	-7
CC(NC(=O)/C(C#N)=C/c1ccc(Cl)c([N+](=O)[O-])c1)c1ccccc1 (stereo not given)	2.8	1	0.0	-2	3	-2	99	1	3
O=C(Nc1ccsc1C(=O)NC1CC1)c1ccccc1	0.7	8	0.0	-2	3	3	86	3	0
COc1cc(CCC(=O)NC2(C)CCS(=O)(=O)C2)cc(OC)c1OC (stereo not given)	/	/	-0.1	/	2	6	93	5	-4
O=C(CN(c1ccc(F)cc1)S(=O)(=O)c1ccc2c(c1)OCCO2)NCc1ccccc1	-1.5	-9	1.1	-4	3	12	91	0	-4
CCNC(=O)OCc1cn(-c2ccc(Cl)cc2)nn1	3.0	-2	0.1	-5	2	-3	101	-2	0
CN1C(C(=O)NCCc2cccs2)CC2Cn3c(nc4ccccc43)C21 (stereo not given)	-1.3	1	0.0	-2	-5	0	103	-1	-11
CCc1nnc(SCC(=O)Nc2ccc(N3CCN(S(C)(=O)=O)CC3)cc2)o1	-3.0	11	0.1	8	1	5	90	0	-8
COc1cccc(N=Nc2ccc3cccnc3c2O)c1	-2.0	14	-0.4	8	11	5	80	-2	6
COC(=O)[C@@H]1[C@H]2C[C@H]3c4[nH]c5ccccc5c4CCN3C[C@@H]2CC[C@@H]1O	?	2&6	0.2&0.0	0&-2	-1&21	5&21	95&103	7&3	0&20
Cc1ccc2nc3c(cc2c1)c(NC(=O)c1ccccn1)nn3CC(C)C	2.5	-6	-0.1	-9	-1	-16	89	7	-7
Cc1cccc(NC(=O)CNC(=O)CNC(=O)Cc2ccccc2)c1	0.5	7	0.0	-2	2	-2	101	-4	3
C/C(=N\NC(=O)C(=O)N/N=C(\C)c1cccc(O)c1)c1cccc(O)c1	0.4	0	0.0	3	2	1	85	-6	3
Cc1cc(C)nc(NCCO)n1	0.3	-4	-0.1	4	5	-7	104	-1	0
COc1ccc(/C=C2\N=C3CCCCCN3C2=O)cc1OC	-0.5	3	0.1	-2	2	-19	91	5	-4
CC(C)Cc1cc(C(C)(C)C)ccc1OC(=S)N(C)C	-0.3	2	-0.2	-5	5	-16	95	5	7
Nc1ccc2nc(SCC(=O)N3CCOCC3)sc2c1	-4.9	7	0.0	6	1	4	114	-28	2
COCCn1nnnc1C(c1ccc(OC)cc1)N1CCN(C(=O)c2ccco2)CC1 (stereo not given)	-5.2	12	-0.2	3	9	9	88	3	2
CCC(=O)Nc1ccc(NC(=O)CSc2nnnn2CC)cc1C	/	3	-0.1	1	-1	4	98	3	1
O=C(CSc1nnc2c(n1)[nH]c1ccc(F)cc12)N1CCOCC1	0.1	-1	0.1	1	5	10	108	-1	4
O=C(c1ccsc1)N1CCCC(Nc2cccc(F)c2)C1 (stereo not given)	-0.4	7	0.0	-3	-1	-13	82	9	7
COc1ccc(CSc2nnnn2-c2ccccc2)cc1	0.8	1	0.1	1	1	2	94	-9	1
Cc1ccc(C)c(NC(=O)/C(C#N)=C/c2cn(CC(=O)NCc3ccco3)c3ccccc23)c1	-0.8	12	0.1	-73	2	-1	100	-4	5
NC(=O)SCC(=O)Nc1ccccc1C(=O)O	-3.7	-1	-0.1	-1	2	2	85	1	7
Cc1nc(C(=O)NNC(=O)c2ccc(Cl)cc2)c(C(F)(F)F)o1	-0.9	4	-0.2	-2	1	6	109	1	0
CC(C)(C)c1ccc(-c2nc(C=O)c3ccccn23)cc1	-1.5	6	0.3	-1	0	1	104	2	-1
CC12CCC(c3c(C(=O)Nc4nccs4)nn(-c4ccccc4)c31)C2(C)C (stereo not given)	-1.8	-6	0.0	3	6	-20	96	1	7
CC(=O)NC1CCN(CC(=O)Nc2nccs2)CC1	1.7	-4	0.0	0	2	-12	100	0	4
CCCCn1c(SCc2cccnc2)nc2c1c(=O)n(C)c(=O)n2C	1.4	-3	0.0	4	-2	-9	96	6	-1
OCCN1CCN(CC/C=C2/c3ccccc3Sc3ccc(C(F)(F)F)cc32)CC1	0.7	2	0.0	-2	6	-4	84	-1	4
CCCCn1c(=O)[nH]c2nc3cc(NC(C)=O)ccc3nc2c1=O	-12	0	0.0	2	61*	0	87	53*	59*
COc1cccc(C2Nc3cc(Cl)c(S(N)(=O)=O)cc3S(=O)(=O)N2)c1 (stereo not given)	-3.4	9	-0.1	-2	2	4	92	4	0
CCCCOC(=O)C(C)Nc1n[nH]c(=O)[nH]c1=O (stereo not given)	-1.2	-1	-0.2	0	0	-16	115	-7	-4

Following part:
SMILES	MEX-5 binding	EBNA-1 inhibitor	Efflux pump inh	Fam108B inh	BCLXL inh	ZTA DNA inh	Yeast superoxide	GLD-1 TGE inh	MCL1 BIM primary
COc1ccc(N2CCN(C(=O)c3ccc(C(C)(C)C)cc3)CC2)cc1	-0.5	10	-0.1	-1	10	1	88	2	-1
Cc1ccc(N=Cc2cc3c(cc2O)OC(N)=C(C#N)C3c2ccccc2)cc1 (stereo not given)	-3.9	-1	-0.2	4	-43	-1	85	-7	-117
Cc1ccc(S(=O)(=O)NCC(=O)N/N=C/c2ccc(Cl)cc2Cl)cc1	0.6	-11	-0.1	-2	7	-25	98	3	5
COC(=O)c1ccc(CN2C(=O)NC3(CCCCC3)C2=O)cc1	0.3	-9	0.2	-1	-4	15	100	10	1
O=C(CC1C(=O)NCCN1C(=O)Nc1ccc(F)cc1F)Nc1cc(Cl)ccc1Cl (stereo not given)	-4.2	2	-0.1	-1	3	-6	112	-1	-2
O=C1CCCc2c1cc(C(=O)NCc1ccco1)c(=O)n2-c1ccc(Cl)cc1	-0.8	-3	0.3	-6	2	10	119	-8	2
Cc1csc(NC(=O)CSc2nnc(-c3ccc(S(=O)(=O)N4CCCC4)cc3)o2)n1	-0.8	6	-0.1	-5	0	-16	112	3	5
NC1=NC[C@@H](Cc2ccc(O)cc2)N1CCCCC1CCCCC1	2.7	-4	1.0*	1	2	-3	104	3	4
O=C(C[n+]1ccccc1)N/N=C/c1cccc(Cl)c1Cl	3.7	3	0.0	1	2	3	100	1	3
O=C(CNCc1ccc(F)cc1)Nc1ccccc1-c1ccccc1	5.0	3	-0.1	2	4	-11	104	4	-4
Nc1ccc2c(c1)C(=O)C(=O)c1ccccc1-2	2.9	-8	-0.1	66*	21	58*	112	0	20
COc1ccccc1NS(=O)(=O)c1ccc2c(c1)n(C)c(=O)n2C	0.0	-3	0.0	2	4	2	100	-2	5
N#CC1(C#N)C(C(=O)C23CC4CC(CC(C4)C2)C3)C12CCOCC2 (stereo not given)	1.5	-12	0.0	9	6	-25	104	5	-4
CS(=O)(=O)N(CC(=O)NC1CCCCCC1)Cc1ccccc1	0.7	-14	0.0	-1	3	15	96	5	5
COC(=O)[C@@H]1C[C@@]2(O)[C@@H](O)[C@@H](O)[C@@H](O)C[C@H]2N1Cc1cc(OC)cc(OC)c1	0.4	-16	0.0	-2	-2	-8	103	-2	-12
CCOC(=O)/C(C(N)=NCCO)=C(/O)c1ccccc1	-1.9	10	0.0	-1	1	6	105	4	-1
COc1ccc(N(C(=O)c2snc(C(N)=O)c2N)C(C(=O)NC2CCCC2)c2ccco2)cc1 (stereo not given)	0.2	2	0.1	-1	-3	-2	108	-3	-3
Cc1cccc(N/N=C2/COC(C)(C)CC2=O)c1	-2.5	10	-0.1	1	9	-6	110	3	9
CCCOc1ccc(/C=C/C(=O)Nc2ccc([N+](=O)[O-])cc2C)cc1OC	1.2	0	0.0	-1	2	-8	91	2	-7
Cc1ccc(NC(=O)Nc2ccc(F)cc2)cc1Cl	-0.5	1	0.0	-1	5	-7	102	-5	3
Cc1sc2ncn(CCC(=O)O)c(=O)c2c1C	5.2	-4	-0.1	5	-3	-6	100	2	1
CC1CN(C(=O)CCNC(=O)c2ccc(Cl)cc2)CC(C)O1 (stereo not given)	-0.1	2	0.0	3	2	-4	96	5	2
Cc1ccc(OCc2nnc(SCCN3CCOCC3)n2C)cc1	-0.4	7	-0.4	1	-5	2	99	-4	-8
O=C(NC1CCCC1)c1ccc(CS(=O)Cc2ccccc2Cl)o1 (stereo not given)	0.7	-11	0.0	1	-2	-3	110	-3	-5
COc1ccc2ccc(O)c(CN3CCN(S(=O)(=O)c4cccc(C(F)(F)F)c4)CC3)c2c1	/	/	0.3	/	2	3	128	13	2

Source: PubChem BioAssay (several laboratories)
